# High-throughput results deposited in PubChem BioAssay by several laboratories.
# Insulin prom up = MIN6 insulin promoter up-regulation; z-score at 5 µM; MIN6 insulin promoter-GFP reporter, high-content imaging; hits give high values; 190,000 tested, 0.3% active; AID 1625;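 active = z-score above 3 at 5 µM with at least 500 cells counted in the well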
# Dynein transport = dynein cargo transport inhibition; 3617.4 mouse cells, GR-EGFP nuclear translocation imaging; test concentration mostly 20 µM; stimulated with dexamethasone, 1 µM; hits give low values; z-score, hits read low; 220,000 tested, 0.47% active;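 active = plate z-score of nuclear minus cytoplasmic receptor signal below a set negative limit, without overly bright fluorescence or cell loss, cut at about -3.5 in these data, passing the limit was not always enough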;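 also: z-score of nuclear minus cytoplasmic ring GR-EGFP intensity difference per well; some compounds called inactive have numbers as strong as hits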
#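 Buffer or medium: tet-free, stripped-serum medium; reagent: dexamethasone at 1.0 µM final, 30 min; incubation: 48 h induction, 1 h compound, 30 min dex at 37 °C; measured by: formaldehyde fixation, Hoechst nuclear stain, 10x automated fluorescence imaging; read-out: nuclear-to-cytoplasmic GR-EGFP distribution per well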
# TNAP activation fold = stimulation of alkaline phosphatase TNAP activity – biochemical, luminescent, no phosphate acceptor, uHTS, primary screen (AID 1001); activation fold at 20 µM, or EC50 in µM where a hit was titrated; purified TNAP, luminescent activation assay, no phosphate acceptor; higher activation fold means a stronger effect; 200,000 tested, 0.03% active; in the data active = activation fold from about 3, or a potency from the dose series; inactive = the rest, 99 in 100 with activation fold below about 1.6; also: many of its hits are not listed in these tables
# Lipid droplet = modulators of hepatic lipid droplet formation; AID 1656; 240,000 tested, 0.4% active; AML12 mouse hepatocytes, oleate lipid droplets, BODIPY imaging; inhibition, % at 6.5 µM;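 active = lipid droplet intensity inhibited by at least 50%, with more than 500 cells counted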
#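 Assay system: AML12 hepatocytes (mouse) / Also added: 100 µM oleic acid challenge / Times: overnight treatment with compound plus oleate / Detection: high-content imaging of BODIPY-stained droplets and DAPI nuclei / Evaluation: % inhibition of lipid droplet signal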
# MT stabilizer = microtubule stabilization, imaging screen | HeLa tubulin immunostaining HCS, 24 h; share of cells brighter than vehicle mean+2SD | AID 2205 | % tubulin-high responders, % at 10 µM | 200,000 tested, 0.83% active;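 active = plate Z-score above 3 for both tubulin-high and condensed-nucleus cell shares, with cell loss under 80%, at 10 µM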;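 also: anti alpha tubulin signal scored within the nucleus-defined area of each cell; some results filed as inactive read as strong as hits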
# Myeloid diff MLP = compounds promoting myeloid differentiation; ER-HoxA9 myeloid progenitors, lysozyme-GFP differentiation, flow cytometry; calls only at 10 µM; 360,000 tested, 1% active; AID 624256;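 active = normalized GFP-positive differentiation at or above the plate's own cutoff, the solvent-only control mean plus 3 SD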;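 also: cells exposed to compound for four days before flow analysis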
# human PMI inhibition = inhibitors of human PMI, primary screen, biochemical, fluorescence intensity, coupled assay (AID 1209); one-dose inhibition, % at 20 µM; IC50 in µM for titrated hits; 190,000 tested, 0.42% active; purified PMI enzyme, coupled fluorescence intensity; higher % means a stronger effect; in the data active = inhibition above about 50%;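 also: plate controls were DMSO vehicle for no effect and wells lacking substrate for full effect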
# b-catenin transl = alters nuclear translocation of beta-catenin in HeLa cells; immunofluorescence imaging; nuclear translocation activity, % at 5 µM; 190,000 tested, 0.3% active; AID 1665;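 active = nuclear translocation activity above 50% at 5 µM, with a well cell count of 50 or more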;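 also: per-cell ratio of nuclear to cytoplasmic median beta-catenin stain intensity; plate controls were DMSO negative control for no effect and GSK-3 inhibitor IX positive control for full effect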
#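 System: Human HeLa cells, endogenous beta-catenin | Compound dosing: 5 µM primary, 0.02–20 µM confirmation | Timing: 24 h compound exposure at 37°C, 5% CO2 | Measured by: Fluorescence imaging of beta-catenin antibody stain plus DAPI | Read-out basis: % activation of per-cell nuclear versus cytoplasmic median beta-catenin signal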
# T cell HTS = T cell immune modulators affecting CD8 T cell-vesicle binding; calls only at 7 µM; 330,000 tested, 0.068% active; 2C CD8+ T cell-vesicle binding, flow cytometry; hits give low values; AID 2052;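 active = response, share of CD8 T cells binding vesicles, and their 90th percentile fluorescence all below set limits, cut at about 80% in these data, passing the limit was not always enough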
#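 Assay system: 2C TCR transgenic mouse naive CD8+ T cells, MACS-purified | Read-out: CD8+ gate FL2 mean fluorescence as % of same-row positive control | Signal: High-throughput flow cytometry with anti-B7-1 and anti-CD8 staining | Timing: Binding step 1.5 h, 37 °C, antibody labelling 20 min, ice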
# Dynein transport cytoplasmic EGFP = further read-out of Dynein transport, marked with its call; z-score; measured here: cytoplasmic GR-EGFP intensity; hits give high values
# Dynein transport nuclear GR-EGFP = also measured in Dynein transport; calls as there; z-score; measured here: nuclear GR-EGFP intensity;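 lower value marks the stronger effect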
# Dynein transport cell count = recorded beside Dynein transport, whose call it bears; z-score; measured here: cell count per field
# Insulin prom up cell count = also measured in Insulin prom up; calls as there; cell count; measured here: cytotoxicity, nuclei count;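 total cells summed across four imaged fields per well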
# Lipid droplet cells 6.5 µM = recorded beside Lipid droplet, whose call it bears; cell count; measured here: cell count, cytotoxicity flag;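 cells counted across two imaged fields per well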
# b-catenin transl cell count 5 µM = further read-out of b-catenin transl, marked with its call; cell count; measured here: cell count, cytotoxicity flag
# T cell HTS vesicle-bound % = also measured in T cell HTS; calls as there; double positive events, %; measured here: CD8+ vesicle-bound cell fraction;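 binding gate set so that unloaded-vesicle control wells show 10% double positive cells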
# MT stabilizer Hoechst-high % = second read-out of MT stabilizer, no call of its own (marks repeat the call); % Hoechst-high responders; measured here: nuclear condensation Hoechst responders;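 share of cells brighter than vehicle mean plus two SD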
# MT stabilizer cytotoxicity % = recorded beside MT stabilizer, whose call it bears; toxicity, %; measured here: cytotoxicity by cell density;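 0% = mean cell density of plate MIN control wells and 100% = no cells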
# Myeloid diff MLP GFP+ MAC1+ % = recorded beside Myeloid diff MLP, whose call it bears; GFP+ MAC1+ double positive, %; measured here: differentiation confirmed by MAC1 staining
# * = called active by the depositor; i = inactive; / = no result given.
SMILES,Insulin prom up,Insulin prom up cell count,Dynein transport,Dynein transport cytoplasmic EGFP,Dynein transport nuclear GR-EGFP,Dynein transport cell count,TNAP activation fold,Lipid droplet,Lipid droplet cells 6.5 µM,MT stabilizer,MT stabilizer Hoechst-high %,MT stabilizer cytotoxicity %,Myeloid diff MLP,Myeloid diff MLP GFP+ MAC1+ %,human PMI inhibition,b-catenin transl,b-catenin transl cell count 5 µM,T cell HTS,T cell HTS vesicle-bound %
Cc1cc(C(=O)NCc2ccccc2Br)no1,0.94,1299,0.66,0.035,-0.32,-0.0025,1.1,-18,784,5.1,1.5,3.8,i,0.6,5%,-1.2,1133,i,17
O=C(c1ccccc1)N1CCN(CC(O)COCC2CC=CCC2)CC1 (stereo not drawn),0.04,1117,-0.77,-0.21,-0.14,0.55,1.2,/,/,6.2,2.3,4.5,i,0.7,-8%,-3.7,1028,i,27
O=S(=O)(NC1CCCCC1N1CCOCC1)c1ccc(Cl)cc1 (stereo not drawn),/,/,2.3,0.054,1.7,-1.8,1,-41,704,2.3,1.8,9.0,i,0.6,0%,3.1,1029,i,45
COc1ccccc1Oc1c(C)oc2c(CN3CCN(CCO)CC3)c(O)ccc2c1=O,-0.37,1404,-0.32,0.18,-0.71,-0.93,1,/,/,4.8,2.8,4.2,/,/,-6%,-2.0,904,i,18
CCOC(=O)C1CCN(Cc2cc(C(C)(C)C)c(O)c(C(C)(C)C)c2)CC1,0.13,1508,-1.9,0.11,-1.3,0.31,1,3,665,2.3,2.4,7.7,i,0.8,1%,-0.5,940,i,7
Cc1nc([N+](=O)[O-])c(C(=O)OCc2ccccc2F)n1C,-0.45,1302,0.97,-0.3,0.4,-0.45,1,-1,640,2.4,3.0,5.6,i,1.0,-5%,1.3,1106,i,34
COC(=O)Nc1ccc(OC)c(OC)c1,-0.85,917,0.91,-0.22,0.38,-0.93,1.1,5,770,2.4,2.7,8.6,i,2.4,8%,-1.0,1218,i,35
O=C(NNc1cc(Cl)cc(Cl)c1)c1cccs1,-0.27,1393,-0.71,-0.29,-0.39,1.1,/,-5,773,/,/,/,i,0.1,/,2.0,1330,i,30
COc1ccc(C2/C=C\CN(CC(C)(C)C)CC(=O)N2Cc2ccc(F)cc2)cc1 (stereo not drawn),/,/,-0.6,-0.69,-0.32,0.092,/,-4,759,/,/,/,i,3.0,/,-1.0,1164,/,/
O=C(Nn1cnnc1)c1ccncc1,0.71,1410,0.33,-0.2,0.43,0.076,1.1,/,/,3.0,3.3,13,i,0.7,0%,4.1,1410,i,27
O=C(Nc1ccc2c(c1)CCC2)c1cnccn1,0.13,1311,-0.1,-0.27,-0.016,0.51,1,-24,583,1.6,2.7,27,i,0.6,2%,0.3,1063,i,23
FC(F)(F)c1ccc2c(c1)n(Cc1ccccc1)c1[n+]2CCCCC1,0.34,1337,1,-0.0084,0.68,-0.29,1,15,729,3.4,2.5,1.5,i,0.3,64%*,0.1,1099,i,42
Cc1ccc(S(=O)(=O)N(C)Cc2ccc(C(=O)N/N=C3\CCCC(=O)C3)cc2)cc1,-0.01,1285,3.8,-0.11,2.1,-2.3,1.1,17,631,4.5,2.8,13,i,0.7,1%,-0.9,555,i,41
COC(=O)CNc1nc(OC)nc(N(C)C)n1,-1.7,1309,-0.55,-0.15,0.048,0.33,1.1,-4,748,3.5,0.5,40,i,0.4,0%,-2.9,1217,i,42
COc1ccc2c(c1)c(CCN1C(=O)c3ccccc3C1=O)cn2C(=O)c1ccco1,0.39,904,-0.51,-0.19,-0.38,0.9,1.1,/,/,0.9,1.4,6.1,i,6.6,14%,-3.3,1137,i,64
CC1=C(C(=O)Nc2ccccc2)C(c2ccc(C)o2)N2C(=O)CSC2=N1 (stereo not drawn),0.33,1149,-0.22,-0.22,0.054,0.018,1.2,/,/,2.1,1.3,4.7,/,/,-3%,-5.2,1012,i,33
OCC(CO)(CO)NCc1ccc(-c2ccccc2)cc1,0,1425,-1,-0.23,-0.3,0.79,1.1,7,670,4.7,2.6,5.0,i,0.7,0%,-1.1,1124,i,36
C/C(=N\NC(=O)C1CCCN(S(=O)(=O)c2ccccc2)C1)c1ccccn1 (stereo not drawn),-3.4,1610,-0.35,-0.2,-0.44,0.35,1,-1,679,2.1,0.9,6.6,/,/,12%,4.7,942,i,22
Cc1ccc2nc(Cl)c(/C=N/Nc3ccc(C(=O)O)cc3)cc2c1,-0.45,974,0.52,-0.16,0.37,-0.43,/,0,742,/,/,/,i,1.2,/,0.8,1303,i,35
COc1cc(-c2nc(=S)[nH][nH]2)cc(OC)c1OC,-0.15,1408,-1.4,1.4,-0.29,0.47,1.2,6,748,3.0,1.3,6.5,i,0.3,46%,-1.9,1066,i,28
Nc1c(C(=O)NCc2ccc(F)cc2)c2nc3ccccc3nc2n1CCCN1CCOCC1,/,/,-0.82,-0.4,-0.15,0.86,0.9,22,778,2.0,1.0,8.5,i,0.4,13%,/,/,i,34
COc1ccc(OC)c(C(=O)c2ccc(C(=O)N3CCCCC3)cc2)c1,/,/,-0.43,-0.18,-0.21,0.22,1.1,/,/,1.5,1.4,9.0,i,0.9,-2%,/,/,i,24
CCc1nnc(NC(=O)C2CC(=O)N(Cc3ccccc3)C2)s1 (stereo not drawn),0.42,1392,-0.015,0.51,0.33,0.45,1,0,682,7.0,1.3,3.6,i,0.2,-1%,-1.6,1138,i,44
CCCCOc1ccc(-c2nnn(CC(=O)c3c[nH]c4ccccc34)n2)cc1,0.2,1614,0.68,-0.026,-0.19,-1.3,1,/,/,1.4,2.0,6.0,i,1.2,-8%,-0.6,1382,i,58
Cc1nn(C(=O)c2nn(C)cc2Cl)c(C)c1Br,0.97,1230,-0.84,0.0068,-0.72,0.71,0.8,4,684,3.5,2.0,2.4,i,0.4,10%,/,/,i,60
Cc1ccccc1C(=O)Nc1nnc(CC(=O)N/N=C/c2ccncc2)s1,0.11,1214,-0.49,-0.26,0.39,0.55,/,-4,706,/,/,/,i,0.2,/,1.4,1231,i,39
O=C(NC1CCCCCCC1)c1cnccn1,0.03,945,-0.26,-0.21,0.029,0.24,0.9,/,/,1.9,1.3,6.6,i,0.6,-9%,0.7,1142,i,37
CC(=O)Nc1ccc(NC(=O)C(C)c2cccc(C(=O)c3ccccc3)c2)cc1 (stereo not drawn),0.45,1313,-0.4,0.033,-0.53,0.83,1.1,8,721,2.0,2.5,4.1,i,0.8,4%,-0.9,542,i,44
Cc1ccc(C)c(NC(=O)C2CCCN2C(=O)NC2CCCCC2)c1 (stereo not drawn),-0.13,1416,-0.77,-0.3,0.017,0.54,1,-8,687,1.8,2.0,10,i,0.1,2%,-2.7,1039,i,37
Cc1oc(-c2ccc(Cl)cc2)nc1CS(=O)CC(=O)NCCCN(C)C1CCCCC1 (stereo not drawn),-0.88,1182,-0.49,-0.45,0.011,0.52,0.9,5,762,0.9,0.7,9.4,i,1.4,4%,2.9,1156,i,23
CCCn1c2ccccc2c2nnc(SCc3[nH]c(=O)[nH]c3C(=O)CCCCC(=O)OCC)nc21,-0.63,1394,-0.038,-0.2,0.025,-0.002,1.1,12,678,3.6,2.2,7.9,i,0.2,16%,1.5,922,i,29
CN(C1=NC(=O)C(CC(=O)Nc2ccc(Br)cc2)S1)c1ccc(O)cc1 (stereo not drawn),1.2,1185,-1.4,-0.27,-0.51,0.67,1.1,2,757,1.7,0.3,31,i,1.2,13%,-0.2,966,i,31
COc1ccc(NC(=O)COC(=O)C23CC4CC(CC(Cl)(C4)C2)C3)c(OC)c1,0.07,1440,-0.34,-0.25,-0.24,1.2,1.1,12,709,2.2,2.4,1.5,i,0.3,17%,-0.2,1119,i,37
